# Assay outcomes: PubChem, several laboratories
# BoNT-A LC inh2 = inhibitors of Botulinum neurotoxin A light chain protease; multiplex microsphere protease substrate cleavage, flow cytometry; inhibition, % at 10 µM; 360,000 compounds, 0.17% hits; in the data active = inhibition above about 30%; inconclusive = no clear call, values can overlap the other calls; note: plate controls were buffer without enzyme for full effect and enzyme alone for no effect
# PrPC surface inh = cell surface PrPC inhibition, primary TR-FRET screen. P04156. TR-FRET read-out. inhibition, % at 13.8 µM. 370,000 compounds, 0.43% hits. AID 720596; in the data active = inhibition above about 24%; note: 0% = median of the test wells and 100% = reference compound wells
# CCHFV vOTU inh = blocks the CCHF virus ovarian tumor domain protease; CCHFV vOTU protease, Pep-AMC fluorescence; inhibition, % at 11.5 µM; 370,000 compounds, 0.55% hits; note: 0% = vehicle wells with enzyme and 100% = no enzyme wells
# GDH-TPI inh = inhibits GDH-TPI coupling enzymes, artifact for Mtb FBA screen; 360,000 compounds, 1.2% hits; inhibition, % at 4.8 µM; GDH-TPI coupled enzyme counterscreen, NADH absorbance;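 note: 0% = DMSO wells and 100% = wells lacking the enzyme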
# Mtb UGM inh = Mtb UDP-galactopyranose mutase inhibition; inhibition, % at 10 µM; purified UGM, fluorescence polarization probe displacement; 320,000 compounds, 0.06% hits; in the data active = inhibition above about 10%, passing the limit was not always enough; inconclusive = no clear call, values can overlap the other calls
# Target sequence (P9WIQ1 whole entry, looked up): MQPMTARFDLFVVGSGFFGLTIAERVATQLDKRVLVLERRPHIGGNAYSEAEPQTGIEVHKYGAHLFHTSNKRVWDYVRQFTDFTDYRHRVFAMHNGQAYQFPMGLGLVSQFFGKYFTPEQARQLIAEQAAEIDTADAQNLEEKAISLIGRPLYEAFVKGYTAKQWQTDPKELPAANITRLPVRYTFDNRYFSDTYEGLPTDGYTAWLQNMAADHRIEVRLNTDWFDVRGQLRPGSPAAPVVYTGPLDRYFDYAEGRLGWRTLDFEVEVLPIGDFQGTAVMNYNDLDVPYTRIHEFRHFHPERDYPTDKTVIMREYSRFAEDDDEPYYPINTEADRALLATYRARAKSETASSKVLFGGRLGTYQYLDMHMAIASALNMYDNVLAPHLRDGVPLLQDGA
# FadD28 FP inh = blocks FadD28 binding to the bisubstrate probe; fluorescence polarization; 360,000 compounds, 0.22% hits; inhibition, % at 12.5 µM; in the data active = inhibition above about 8.5%, passing the limit was not always enough; inconclusive = no clear call, values can overlap the other calls
# BioA inh = blocks M. tuberculosis BioA enzyme activity; purified M. tuberculosis BioA enzyme, plate reader; inhibition, % at 9.99 µM; 360,000 compounds, 0.096% hits; AID 602481; in the data active = inhibition above about 40%; inconclusive = no clear call, values can overlap the other calls
# Mtb FBA inh = Mtb fructose-bisphosphate aldolase inhibition. P9WQA3. purified M. tuberculosis FBA, fluorescence read-out. inhibition, % at 1 µM. 360,000 compounds, 2.3% hits. AID 588726; in the data active = inhibition above about 27%;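 note: 0% = vehicle and 100% = reference inhibitor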
# Target sequence (P9WQA3 whole entry, looked up): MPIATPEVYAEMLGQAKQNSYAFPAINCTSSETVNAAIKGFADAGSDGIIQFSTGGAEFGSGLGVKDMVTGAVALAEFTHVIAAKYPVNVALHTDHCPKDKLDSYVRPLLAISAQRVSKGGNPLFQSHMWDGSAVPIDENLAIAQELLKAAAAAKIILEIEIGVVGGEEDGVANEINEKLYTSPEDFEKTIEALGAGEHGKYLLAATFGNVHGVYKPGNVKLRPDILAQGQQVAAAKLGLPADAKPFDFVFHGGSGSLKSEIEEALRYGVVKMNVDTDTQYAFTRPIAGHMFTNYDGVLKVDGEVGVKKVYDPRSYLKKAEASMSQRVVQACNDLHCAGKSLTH
# BoNT F protease = BoNT F light chain protease inhibition; AID 588497; inhibition, % at 10 µM; 360,000 compounds, 0.22% hits; Multiplex microsphere protease cleavage assay, flow cytometry; in the data active = inhibition above about 35%, passing the limit was not always enough; inconclusive = no clear call, values can overlap the other calls; note: plate controls were buffer without enzyme for full effect and enzyme alone for no effect
# The depositor's hits bear a star; ? = inconclusive; / = no result given; & = joins results of further samples. Cut-off read from the data, not from the text of the source, unless noted: active = inhibition above about 30%; inactive = the rest.
canonical_smiles	BoNT-A LC inh2	PrPC surface inh	CCHFV vOTU inh	GDH-TPI inh	Mtb UGM inh	FadD28 FP inh	BioA inh	Mtb FBA inh	BoNT F protease
Cc1ccc(N2CC(O)=C(c3ccccc3)C2=N)cc1	-0.3	7.3	-11.7	0.3	1.7	-5.3	/	-4.6	-2.1
COc1ccccc1CNC(=O)c1ccccc1OCc1ccc(F)cc1	0.4	-4.9	-3.4	-6.6	-0.5	-8.3	4.3	-2.0	-8.2
COc1ccc(N2C(=O)CC(Sc3nc4c(cc3C#N)CCC4)C2=O)cc1 (configuration not stated)	-0.7	5.1	13.1	-3.5	-1.0	-2.1	-2.0	-1.6	-2.3
NC(=O)C(c1ccccc1)C1CCCC1 (configuration not stated)	0.1	9.3	20.3	11.8	0.3	-1.5	-1.4	1.1	-7.0
CCC[C@H]1COCCS(=O)(=O)N1Cc1ccccc1F	-0.1	10.9	12.7	13.8	-0.2	-1.5	-0.2	-0.8	-6.1
CCN1C(=O)c2cccc3c(S(=O)(=O)NCc4ccco4)ccc1c23	1.2	-21.6	-20.4	16.2	-6.6	-0.8	0.7	10.1	3.1
COc1ccc(C=NNC(=O)CCCCC(=O)NN=Cc2ccc(OC)cc2)cc1	0.9	-2.5	4.1	15.9	/	-0.5	-0.4	1.9	8.9
C/C(=N\OC(=O)Nc1ccccc1)c1ccc(C)cc1	-0.6	4.8	5.4	0.0	0.9	-0.6	/	-0.6	-14.1
CC(C)CN(C(=O)c1cccc(S(=O)(=O)N2CCN(Cc3ccccc3)CC2)c1)C1CCS(=O)(=O)C1 (configuration not stated)	-1.9	-2.2	-5.0	-1.4	-0.3	-1.2	-0.8	1.0	-5.8
COCc1ccc(-c2c(-c3ccsc3)oc(=O)c3cc(OC)c(OC)cc23)cc1	0.2	0.0	-7.3	3.2	-2.9	0.3	1.9	0.9	-1.3
CC(C)C(C)NC(=O)CSc1nc2scc(-c3ccco3)c2c(=O)n1-c1ccccc1 (configuration not stated)	0.4	1.6	14.6	9.2	1.4	-0.4	/	1.3	-3.4
C[C@H]1CCC[C@@]2(O[C@@H](CCO)C[C@@H](O)[C@@H]2O)O1	-0.3	-7.4	-0.9	-1.7	1.9	-0.6	-0.4	-0.9	-4.0
O=C(O)C1CCC(=O)N1C1CCCC1 (configuration not stated)	-1.2	8.0	7.2	6.6	-0.7	-2.0	-0.6	2.3	-13.7
S=C(NCc1ccco1)N1CCN(C/C=C/c2ccccc2)CC1	-0.9	1.7	-4.5	-0.3	0.8	-4.0	/	-1.4	-1.4
Oc1ccc(NC(=S)Nc2ccccc2)cc1	-9.0&-1.0	-5.2&-0.9	-8.0&7.1	17.2&-4.4	-0.4&-0.7	-2.7&-1.4	0.0	0.2&-6.2	-16.0&-7.0

# Ordered by molar mass (low to high): part of the list above
canonical_smiles	BoNT-A LC inh2	PrPC surface inh	CCHFV vOTU inh	GDH-TPI inh	Mtb UGM inh	FadD28 FP inh	BioA inh	Mtb FBA inh	BoNT F protease
S=C(NCc1ccco1)N1CCN(C/C=C/c2ccccc2)CC1	-0.9	1.7	-4.5	-0.3	0.8	-4.0	/	-1.4	-1.4
COc1ccccc1CNC(=O)c1ccccc1OCc1ccc(F)cc1	0.4	-4.9	-3.4	-6.6	-0.5	-8.3	4.3	-2.0	-8.2
COCc1ccc(-c2c(-c3ccsc3)oc(=O)c3cc(OC)c(OC)cc23)cc1	0.2	0.0	-7.3	3.2	-2.9	0.3	1.9	0.9	-1.3

# 7 compounds from above, reduced to BioA inh and CCHFV vOTU inh:
SMILES	BioA inh	CCHFV vOTU inh
Cc1ccc(N2CC(O)=C(c3ccccc3)C2=N)cc1	/	-11.7
COc1ccccc1CNC(=O)c1ccccc1OCc1ccc(F)cc1	4.3	-3.4
COc1ccc(N2C(=O)CC(Sc3nc4c(cc3C#N)CCC4)C2=O)cc1 (configuration not stated)	-2.0	13.1
NC(=O)C(c1ccccc1)C1CCCC1 (configuration not stated)	-1.4	20.3
CCC[C@H]1COCCS(=O)(=O)N1Cc1ccccc1F	-0.2	12.7
CCN1C(=O)c2cccc3c(S(=O)(=O)NCc4ccco4)ccc1c23	0.7	-20.4
COc1ccc(C=NNC(=O)CCCCC(=O)NN=Cc2ccc(OC)cc2)cc1	-0.4	4.1

# Other entries:
canonical_smiles	BoNT-A LC inh2	PrPC surface inh	CCHFV vOTU inh	GDH-TPI inh	Mtb UGM inh	FadD28 FP inh	BioA inh	Mtb FBA inh	BoNT F protease
COc1ccccc1N1CCN(C(=O)c2nn(-c3ccccc3OC)c(=O)c3ccccc23)CC1	-0.1	-3.7	6.2	4.1	/	-3.3	3.4	4.8	0.5
CCOc1ccc(C(=O)c2ccccc2C(=O)O)cc1OCC	-0.6	4.0	-8.6	1.3	-0.7	1.3	-2.5	-0.9	-0.8
S=c1nc(-c2ccccc2Cl)n(Cc2cccnc2)c2c1CCCC2	1.2	-1.9	-5.1	23.9	-2.3	-0.8	/	-1.2	-0.2
N#Cc1ccc(OCC(=O)OCC(=O)c2ccc[nH]2)cc1	0.4	-2.0	1.5	-10.2	/	-0.5	-0.1	-1.7	-0.2
Cc1cccc(C(=O)Oc2cccc3c(O)cccc23)c1	-1.5	-7.3	-9.0	-7.0	-2.4	-3.0	-0.1	-4.9	?
COc1ccc(N2CCCC2=N)c(OC)c1	-0.7	-1.0	5.2	1.6	1.6	-3.4	/	0.0	-0.2
CCOc1ccc(-n2ccnc2SCC(=O)N2CCCc3ccccc32)cc1	0.1	5.2	3.5	2.6	3.8	-0.7	/	-1.3	1.8
COC(=O)CCCC(=O)NC(C)c1cnn(-c2ccccc2C)c1C (configuration not stated)	-1.1	1.7	-24.4	0.6	2.6	0.9	1.9	2.5	2.7
CCCOc1nc2c(c(=O)n(C)c(=O)n2C)n1C	4.7	0.9	-10.9	1.8	0.3	-2.4	-1.6	0.3	12.8
CCN1CCN(C(=O)c2c(-c3c(F)cccc3Cl)noc2C)CC1	-0.1	4.2	-4.2	-10.4	0.6	-1.7	-0.1	0.6	-2.9
COCCNS(=O)(=O)c1ccc(-c2ccc(Cl)cc2)cc1	-0.1	-17.6	10.2	4.5	-1.7	-0.1	/	2.6	1.8
CC1(C2CC2)NC(=O)N(CC(=O)N2CCN(c3cccc(C(F)(F)F)c3)CC2)C1=O (configuration not stated)	0.2	-5.5	-13.2	6.5	2.0	-0.6	-0.1	1.4	-5.5
COc1ccc(N/C=C(\C=C\C#N)S(=O)(=O)c2ccccc2)cc1	-2.7	1.3	-9.6	12.9	-2.5	-2.3	-4.3	-0.4	-12.1
Cc1cccc(C(=O)NNC2=C(C(=O)C(F)(F)F)CCC2)c1O	-0.4	-4.3	-3.5	-3.8	-1.6	-1.6	/	-1.3	0.8
Cc1cccn2cc(CCNS(=O)(=O)c3ccc([N+](=O)[O-])cc3)nc12	-0.2	-26.8	1.2	-12.6	0.9	-3.1	-1.9	-1.8	-7.2

Structure	BoNT-A LC inh2	PrPC surface inh	CCHFV vOTU inh	GDH-TPI inh	Mtb UGM inh	FadD28 FP inh	BioA inh	Mtb FBA inh	BoNT F protease
CC1CC(c2ccccc2)=Nc2ccccc2N1 (configuration not stated)	3.0	1.6	-7.8	-0.7	-4.2	0.2	-0.9	0.6	-30.3
Cc1ccc(C(=O)N(Cc2nc3ccccc3c(=O)[nH]2)C2CCCC2)cc1	-0.1	2.1	-6.2	-0.6	-2.5	-0.2	/	0.2	4.3
Cc1nc2c(n1C1CCCCC1)C(=O)c1ccccc1C2=O	0.2	-25.4	3.2	16.8	1.9	-0.4	/	0.1	1.9
Brc1c(CSc2nc3ccccc3o2)nc2ncccn12	0.7	49.0*	-25.7	12.3	-0.5	-2.9	1.8	62.6*	9.6
Cc1c(N)cccc1[N+](=O)[O-]	-0.5	1.0	-4.9	8.3	-0.3	-2.7	-0.4	-2.1	-8.4
O=C1/C(=C/c2cccc(F)c2)Oc2cc(O)ccc21	2.0	-8.1	3.6	7.8	-0.4	-2.5	-7.5	-9.1	26.3
Cc1ccc(Cn2nc(C)c(NC(=O)c3noc4c3CCCCC4)c2C)cc1	0.1	11.8	7.8	1.8	1.1	-3.9	-0.2	0.1	0.1
COCCCNC(=S)N(CCCO)Cc1cc2cc3c(cc2[nH]c1=O)OCO3	?	-0.8	-13.6	32.2*	0.5	0.1	-0.2	21.9	?
COC(=O)C(O)(c1ccc(N(C)C(=O)c2ccc(Cl)c(Cl)c2)cc1)C(F)(F)F (configuration not stated)	-0.4	-0.7	11.2	5.6	-1.8	-6.4	3.0	1.0	2.4
CCN(CC)S(=O)(=O)c1cccc(N=NC2=C(O)CCCC2=O)c1	-2.1	-7.7	-8.4	9.3	1.6	0.8	/	-1.4	-18.9
O=C(CSc1nc(C2CC2)nc2sc3c(c12)CCCC3)NCc1ccco1	-1.3	-5.5	7.8	1.6	-0.5	1.6	-1.0	3.4	-8.1
CC(=O)c1ccc(OCCCC(=O)Nc2cccc(S(=O)(=O)N3CCCCC3)c2)cc1	-0.6	5.3	-6.7	1.4	-0.4	0.0	1.6	4.2	-4.0

Structure	BoNT-A LC inh2	PrPC surface inh	CCHFV vOTU inh	GDH-TPI inh	Mtb UGM inh	FadD28 FP inh	BioA inh	Mtb FBA inh	BoNT F protease
Cc1ccccc1C(=O)N1Cc2ccccc2-n2nncc2C1	-0.1	1.2	-13.0	-9.4	/	-2.6	-1.7	1.4	0.2
O=C(CNS(=O)(=O)c1ccccc1)NNC(=O)C(Cl)Cl	-1.4	1.7	8.3	1.8	-2.0	-2.7	-0.6	1.1	-2.8
CC(C)(C)n1nc2c(c1NC(=O)c1ccccc1F)CS(=O)C2 (configuration not stated)	-1.2	4.8	8.6	-7.5	4.9	-0.2	-3.0	3.6	-13.8
CC1(C)CC(=O)C=C(Nc2ccc(O)c(C(=O)O)c2)C1	-0.8	-10.6	-7.8	15.4	3.6	0.6	-0.6	3.1	-33.7
Cc1cc(C)n(CCNC(=O)C2CCC(=O)N(CC3CCCCC3)C2)n1 (configuration not stated)	2.2	-7.0	8.7	1.3	-1.3	-1.7	-0.5	-1.2	2.8
CC(Sc1n[nH]c(=O)n1Cc1ccccc1)C(=O)NCC1CCCO1 (configuration not stated)	/	4.3	-2.7	1.8	/	0.5	-1.9	1.4	/
COc1ccc(Cl)cc1NC(=O)CN1CCN(S(=O)(=O)N2CCOCC2)CC1	0.1	-7.5	4.8	5.3	-2.0	-2.4	-1.2	1.3	4.4
COc1ccccc1N1CCN(Cc2cc(=O)c(OCC(=O)NC3CCCC3)co2)CC1	?	0.9	-10.1	7.2	-1.7	0.9	/	-1.2	?
COCC(C)NC(=O)CSc1nc2cc(S(=O)(=O)N3CCCCC3)ccc2o1 (configuration not stated)	-4.9	-3.1	-0.3	-1.0	-4.4	-0.2	0.9	-2.6	0.5
COc1ccc(C(=O)O)cc1S(=O)(=O)Nc1ccccc1C(=O)NCc1ccc2c(c1)OCO2	-0.5	-9.8	3.8	6.2	4.2	-0.1	0.1	3.4	-5.1
CN1CCN(c2nnc(-c3ccccc3)c(-c3ccccc3)n2)CC1	/	-5.8	-5.3	3.5	-0.6	-1.7	0.3	-0.7	/
O=C(O)CCCNC(=O)/C=C/c1ccco1	-0.4	-8.7	3.8	-4.4	1.7	-0.5	/	0.9	5.6
CC(NCc1ccc([N+](=O)[O-])cc1)C1COc2ccccc2O1 (configuration not stated)	4.6	-8.4	7.2	3.9	-0.9	-1.0	-1.1	-1.0	3.9
O=C(C1CCN(CC2CC=CCC2)CC1)N(CCc1ccccc1)Cc1ccccc1 (configuration not stated)	0.4	-7.7	-0.2	-1.9	0.2	-2.4	/	1.5	2.4

# No enrichment for hits; about 4.8% have a hit in one of these screens.
